OX1R FRET antag = blocks the human orexin 1 receptor; AID 485270; OX1R-expressing cells, FRET antagonist read-out; inhibition, % at 6.6 µM; actives 1.8% (n = 330,000); O43613; in the data active = inhibition mostly above about 38%, no sharp cut-off; inactive = mostly below about 40%;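 note: 0% = agonist challenge alone and 100% = reference antagonist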
Target sequence (O43613 whole entry, looked up): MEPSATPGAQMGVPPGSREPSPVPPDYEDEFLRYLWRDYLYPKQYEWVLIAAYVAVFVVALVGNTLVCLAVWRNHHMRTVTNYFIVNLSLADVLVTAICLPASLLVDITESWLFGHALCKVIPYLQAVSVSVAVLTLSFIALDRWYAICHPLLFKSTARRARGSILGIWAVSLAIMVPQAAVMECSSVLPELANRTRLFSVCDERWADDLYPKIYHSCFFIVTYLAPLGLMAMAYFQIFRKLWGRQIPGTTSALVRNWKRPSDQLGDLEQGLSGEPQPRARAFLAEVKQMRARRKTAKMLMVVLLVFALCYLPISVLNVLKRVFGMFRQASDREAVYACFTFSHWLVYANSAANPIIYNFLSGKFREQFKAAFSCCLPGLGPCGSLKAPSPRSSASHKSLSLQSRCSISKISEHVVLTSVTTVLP
Active calls of the source: *.

> CCN(C[C@H]1N[C@@](Cc2ccccc2)(C(=O)OC)[C@H]2C(=O)N(C)C(=O)[C@@H]12)S(=O)(=O)c1ccc(C(C)(C)C)cc1
- OX1R FRET antag: 0
> CCN(c1ccccc1)S(=O)(=O)c1ccc(OCC(=O)N2CCCC2)cc1
- OX1R FRET antag: 9
> COc1ccc2[nH]c3c(c2c1)CCN1C(=O)C(CC(=O)NCc2ccco2)C[C@H](C(=O)N2CCOCC2)[C@@]31C (some centres undefined)
- OX1R FRET antag: 2
> CCOC(=O)C1=CN(CC)S(=O)(=O)NC1CCc1ccccc1 (centres undefined)
- OX1R FRET antag: 14
> O=C1N[C@H]2CC=C[C@H]2N(Cc2cccs2)c2ccccc21
- OX1R FRET antag: 11
> CC[C@]12c3[nH]c4cc(-c5ccco5)ccc4c3CCN1C(=O)[C@@H](CC(=O)NCCCN(C)C)C[C@@H]2C(=O)N1CCN(C(=O)c2ccco2)CC1
- OX1R FRET antag: 8
> Cc1ccc(S(=O)(=O)N(C)C[C@H]2Oc3c(NC(=O)Nc4cccc5ccccc45)cccc3C(=O)N([C@@H](C)CO)C[C@@H]2C)cc1
- OX1R FRET antag: 0
> Cc1ccc([C@@H]2CC=C(C(=O)O)[C@H](c3ccccc3F)N2S(=O)(=O)c2ccccc2C)cc1
- OX1R FRET antag: 78*
> Cn1c(=O)c2c(ncn2CC(=O)OCC(=O)Nc2ccc(F)cc2F)n(C)c1=O
- OX1R FRET antag: 2
> CC[C@@]1(C(=O)OC)N[C@H](CN(C)S(=O)(=O)c2ccc(OC(F)(F)F)cc2)[C@@H]2C(=O)N(C)C(=O)[C@@H]21
- OX1R FRET antag: 1
> O=C(COC(=O)c1nc(Cl)ccc1Cl)Nc1ccc(Cl)cc1
- OX1R FRET antag: 4
> CCOc1ccccc1N1CCN(CC(=O)Nc2ccccc2C(=O)NC2CC2)CC1
- OX1R FRET antag: -3
> COc1ccc(CNC2C[C@H]3CCCC(=O)N4CC[C@@H](C2)[C@@H]34)cc1 (some centres undefined)
- OX1R FRET antag: 4
> C[C@]12c3[nH]c4cc(-c5ccco5)ccc4c3CCN1C(=O)[C@@H](CC(=O)NCC13CC4CC(CC(C4)C1)C3)C[C@@H]2C(=O)N1CCOCC1
- OX1R FRET antag: 1
> CCOC(=O)N1CCN(c2ccc(S(=O)(=O)N3CCC(C)CC3)cc2[N+](=O)[O-])CC1
- OX1R FRET antag: 6

> Cc1cccc(NC(=O)CNC(=O)Cc2ccc3c(c2)OCCO3)c1C
- OX1R FRET antag: 14
> CC[C@]12c3[nH]c4cc(-c5ccco5)ccc4c3CCN1C(=O)[C@@H](CC(=O)NCCC1=CCCCC1)C[C@@H]2C(=O)N1CCN(C(=O)c2ccco2)CC1
- OX1R FRET antag: 43*
> CCc1ccccc1OCC(=O)Nc1cccc(S(=O)(=O)NC2=NCCC2)c1
- OX1R FRET antag: 3
> COCCCNC(=O)Cn1cnc2c(NCc3ccccc3)ncnc21
- OX1R FRET antag: 0
> Nc1cc(N)nc(SCC(=O)Nc2cccc(S(=O)(=O)N3CCCCC3)c2)n1
- OX1R FRET antag: -3
> Cc1ccc(C2CC(=O)Oc3cc(C)c(Br)c(C)c32)cc1 (centres undefined)
- OX1R FRET antag: 15
> COc1ccc(S(=O)(=O)N(C)C[C@H]2Oc3ccc(NC(=O)c4ccncc4)cc3C(=O)N([C@H](C)CO)C[C@@H]2C)cc1
- OX1R FRET antag: 8
> Cc1ccc(S(=O)(=O)NCCC(=O)N2CCN(c3ccccc3)CC2)cc1C
- OX1R FRET antag: 8
> O=C1OCCN1C(=O)[C@H]1[C@H](c2ccccc2)C(c2ccccc2)=NN1c1ccc(Br)cc1
- OX1R FRET antag: 1
> Cc1ccc(NC(=O)CN(C)C(=O)c2cccc(S(=O)(=O)N3CCCC3)c2)cc1
- OX1R FRET antag: 0
> CC(C)(C)NC(=O)C[C@H]1C[C@H](C(=O)N2CCCCC2)[C@@]2(CCc3ccccc3)c3[nH]c4cc(-c5ccco5)ccc4c3CCN2C1=O
- OX1R FRET antag: 7
> COc1ccc(OC)c(/C=C/C(=O)N2CCN(S(=O)(=O)c3ccc(C)cc3C)CC2)c1
- OX1R FRET antag: 1
> NS(=O)(=O)c1ccc(NC(=O)COC(=O)c2ccc(S(=O)(=O)N3CCOCC3)cc2)cc1
- OX1R FRET antag: 4
> O=C(Nc1ccc(F)cc1)C(c1ccccc1)N1CCN(CC(=O)N2CCCC2)CC1 (centres undefined)
- OX1R FRET antag: 1
> COc1ccc(C2CC(=O)Oc3cc(O)ccc32)cc1 (centres undefined)
- OX1R FRET antag: 6

> Cc1cccc(N=[N+]([O-])c2cccc(C)n2)n1
- OX1R FRET antag: 21
> Cc1cc(O)c2c(c1O)C(=O)[C@]13C(=C2O)C(=O)[C@@H]2[C@@H](O)[C@H]1[C@@H]1[C@H](O)[C@H]3C(=O)C3=C(O)c4c(O)cc(C)c(O)c4C(=O)[C@]312
- OX1R FRET antag: 20
> CC[C@]12c3[nH]c4cc(CCC(=O)N(C)C)ccc4c3CCN1C(=O)[C@@H](CC(=O)NCCN1CCOCC1)C[C@@H]2C(=O)N1CCN(C(=O)C2CC2)CC1
- OX1R FRET antag: 6
> CCOC(=O)c1ccc(-c2cccc(-c3cc(=O)oc4cc(OC)cc(OC)c34)c2)cc1
- OX1R FRET antag: -1
> COc1ccc(N2CCN(C(=O)COC(=O)c3ccc(CSC)o3)CC2)cc1
- OX1R FRET antag: 0
> O=C(COC(=O)c1cc(S(=O)(=O)N2CCOCC2)c(Cl)cc1Cl)Nc1ncc(C(F)(F)F)cc1Cl
- OX1R FRET antag: 15
> COc1cc(OC)c2c(-c3cccc(/C=C/c4ccc(F)cc4)c3)cc(=O)oc2c1
- OX1R FRET antag: 14
> CC(C)N(C(=O)[C@H]1C[C@H](CC(=O)NCCCN(C)C)C(=O)N2CCc3c([nH]c4ccc(Cl)cc34)[C@]12C)C(C)C
- OX1R FRET antag: 10
> CC[C@]12c3[nH]c4cc(-c5ccco5)ccc4c3CCN1C(=O)[C@@H](CC(=O)NCc1cccc(C(F)(F)F)c1)C[C@@H]2C(=O)N1CCN(C(=O)c2ccco2)CC1
- OX1R FRET antag: 16
> Cc1ccc(S(=O)(=O)NOCc2ccccc2)cc1
- OX1R FRET antag: 10
> Cn1cnnc1SCC(=O)NC(=O)NCc1ccccc1
- OX1R FRET antag: 3
> COc1ccccc1[C@H]1C(c2ccccc2)=NN(c2ccccc2)[C@@H]1CO
- OX1R FRET antag: 3
> CCOC(=O)C1=CN(Cc2cccc(F)c2)S(=O)(=O)NC1c1ccccc1 (centres undefined)
- OX1R FRET antag: 13
> COc1cc2c(cc1OC)[C@@H](NC(=O)CCC1CCCCC1)[C@H](O)C2
- OX1R FRET antag: 0
> C=C1c2cccc(OC)c2O[C@H](C(=O)OCC)[C@@H]1CC(CC)CCCC (some centres undefined)
- OX1R FRET antag: 10

(further entries)
smiles	OX1R FRET antag
COC(=O)[C@@]1(Cc2ccccc2)[C@H]2C(=O)N(Cc3ccccc3)C(=O)[C@H]2[C@H]2CN=C(SCC(=O)c3ccccc3)N21	14
O=C(COC(=O)/C=C/c1ccccc1)NC(=O)NCc1ccccc1	1
C=C(C)C(O)Cc1c(OC)ccc(C(=O)/C=C/c2ccc(O)cc2)c1O (centres undefined)	4
CCN(CC)C(=O)[C@H]1C[C@H](CC(=O)NCc2cccc(C(F)(F)F)c2)C(=O)N2CCc3c([nH]c4cc(-c5ccco5)ccc34)[C@]12C	-3
O=S(=O)(Nc1ccccc1F)c1ccc(Cl)nc1	-6
CCN(CC)CCNC(=O)c1cc(S(C)(=O)=O)ccc1OC	3
CC(C)C(C)NC(=O)CSc1ccc(S(=O)(=O)N2CCOCC2)cn1 (centres undefined)	6
Cc1c(NC(=O)c2cccc(NC(=O)COc3ccccc3)c2)c(=O)n(-c2ccccc2)n1C	13
CCOC(=O)C1=CN(Cc2ccco2)S(=O)(=O)NC1c1ccc(Br)cc1F (centres undefined)	11
CCN(CC)C(=O)[C@H]1CC(CC(=O)NCC23CC4CC(CC(C4)C2)C3)C(=O)N2CCc3c([nH]c4ccccc34)[C@]12C (some centres undefined)	0
CCN(C[C@H]1N[C@@](C)(C(=O)OC)[C@H]2C(=O)N(Cc3ccccc3)C(=O)[C@@H]12)C(=O)COC	0
CC(C)[C@H]1COCCS(=O)(=O)N1Cc1ccccc1-c1cccc2c1oc1ccccc12	15
O=C(CCNC(=O)OCC1c2ccccc2-c2ccccc21)NOCc1ccccc1	10
COc1ccc2[nH]c3c(c2c1)CCN1C(=O)C(CC(=O)NCCc2ccccn2)C[C@H](C(=O)N(C(C)C)C(C)C)[C@@]31C (some centres undefined)	7
O=C(CN1CCN(S(=O)(=O)c2ccc(Br)cc2)CC1)Nc1ccc2c(c1)OCCO2	34
COc1cccc(CNC(=O)COC(=O)c2ccc(C(=O)c3ccccc3)cc2)c1	0
Cc1cccc(OCC(=O)N(Cc2nnc(-c3ccccc3Cl)o2)C2CC2)c1	15
CC(C)c1ccc(S(=O)(=O)N2CCN(C(C)C(=O)NC3CCCC3)CC2)cc1 (centres undefined)	-4
COc1cc(OC)c2c(-c3cccc(-c4ccc(C(F)(F)F)cc4)c3)cc(=O)oc2c1	1
COc1cc(NC(=O)Cn2cnc3c(NCc4ccccc4)ncnc32)cc(OC)c1OC	2
COc1cc2oc(=O)cc(-c3ccc(-c4ccc(C)cc4)cc3)c2c(OC)c1OC	8
CCC(=O)CN(Cc1cc(OC)ccc1OC)S(=O)(=O)c1ccccc1Br	19
COc1ccc2[nH]c3c(c2c1)CCN1C(=O)C(CC(=O)NCCCn2ccnc2)C[C@H](C(=O)N2CCOCC2)[C@@]31C (some centres undefined)	4
Cc1ccc(S(=O)(=O)N2CCCCC2)cc1NC(=O)Cn1cc(C(F)(F)F)ccc1=O	4
CC(C)CN(C(=O)CSc1ccc2c(c1)OCCO2)c1c(N)n(CC(C)C)c(=O)[nH]c1=O	6
CC(C)N(C(=O)[C@H]1C[C@H](CC(=O)NCCCn2ccnc2)C(=O)N2CCc3c([nH]c4cc(CCC(=O)N(C)C)ccc34)[C@]12C)C(C)C	1
COc1ccc2ccc(O)c(CN3CCN(S(=O)(=O)c4cccc(C(F)(F)F)c4)CC3)c2c1	2
CN(CCCCCCCCCCN(C)C(=O)Oc1cccc([N+](C)(C)C)c1)C(=O)Oc1cccc([N+](C)(C)C)c1	13
COc1ccc(C(c2c(NC(=O)c3ccco3)sc(C)c2C)N2CCOCC2)cc1OC (centres undefined)	4
O=C1CCc2cc(S(=O)(=O)NC(C(=O)NCc3cccnc3)c3ccccc3)ccc2N1 (centres undefined)	6

Already shown: 15 of the compounds above.
smiles	OX1R FRET antag
O=C(CCNC(=O)OCC1c2ccccc2-c2ccccc21)NOCc1ccccc1	10
COc1ccc2[nH]c3c(c2c1)CCN1C(=O)C(CC(=O)NCCc2ccccn2)C[C@H](C(=O)N(C(C)C)C(C)C)[C@@]31C (some centres undefined)	7
O=C(CN1CCN(S(=O)(=O)c2ccc(Br)cc2)CC1)Nc1ccc2c(c1)OCCO2	34
COc1cccc(CNC(=O)COC(=O)c2ccc(C(=O)c3ccccc3)cc2)c1	0
Cc1cccc(OCC(=O)N(Cc2nnc(-c3ccccc3Cl)o2)C2CC2)c1	15
CC(C)c1ccc(S(=O)(=O)N2CCN(C(C)C(=O)NC3CCCC3)CC2)cc1 (centres undefined)	-4
COc1cc(OC)c2c(-c3cccc(-c4ccc(C(F)(F)F)cc4)c3)cc(=O)oc2c1	1
COc1cc(NC(=O)Cn2cnc3c(NCc4ccccc4)ncnc32)cc(OC)c1OC	2
COc1cc2oc(=O)cc(-c3ccc(-c4ccc(C)cc4)cc3)c2c(OC)c1OC	8
CCC(=O)CN(Cc1cc(OC)ccc1OC)S(=O)(=O)c1ccccc1Br	19
COc1ccc2[nH]c3c(c2c1)CCN1C(=O)C(CC(=O)NCCCn2ccnc2)C[C@H](C(=O)N2CCOCC2)[C@@]31C (some centres undefined)	4
Cc1ccc(S(=O)(=O)N2CCCCC2)cc1NC(=O)Cn1cc(C(F)(F)F)ccc1=O	4
CC(C)CN(C(=O)CSc1ccc2c(c1)OCCO2)c1c(N)n(CC(C)C)c(=O)[nH]c1=O	6
CC(C)N(C(=O)[C@H]1C[C@H](CC(=O)NCCCn2ccnc2)C(=O)N2CCc3c([nH]c4cc(CCC(=O)N(C)C)ccc34)[C@]12C)C(C)C	1
COc1ccc2ccc(O)c(CN3CCN(S(=O)(=O)c4cccc(C(F)(F)F)c4)CC3)c2c1	2

(cont.)
smiles	OX1R FRET antag
Cc1nn2c(=O)cc(COC(=O)c3c(F)cccc3Cl)nc2s1	-2
CCOc1ccc(C=NNc2ccc(S(=O)(=O)Nc3ccccc3C(=O)O)cc2[N+](=O)[O-])cc1OC	3
C[C@H](CO)N1C[C@H](C)[C@@H](CN(C)C(=O)Nc2ccc(C(F)(F)F)cc2)Oc2ccc(NC(=O)Nc3ccc4c(c3)OCO4)cc2C1=O	0
COCCN(Cc1nc2ccccc2c(=O)[nH]1)C(=O)c1cccc(S(=O)(=O)N2CCCC2)c1	14
CCC[C@@H](CN1CCC[C@H]1CN1C(N)=NC[C@H]1CC(C)C)N1C[C@@H](Cc2ccccc2)N(CCCC2CCCC2)C1=N	3
CCOC(=O)C1=CN(Cc2ccco2)S(=O)(=O)N(CC)C1c1cccc(OC)c1 (centres undefined)	14
Cc1cc(C(=O)Nc2cccc3c2O[C@@H](CN(C)S(C)(=O)=O)[C@H](C)CN([C@@H](C)CO)C3=O)n(C)n1	-1
Cc1ccc(NC(=O)COC(=O)CCC(=O)c2cccs2)c(Br)c1	4
O=S(=O)(NCCc1ccccc1)c1ccc(F)cc1Br	12
Cc1cn([C@H]2C[C@H](O)[C@@H](CCC(=O)NCCN3CCCCC3)O2)c(=O)[nH]c1=O	3
COc1ccc(Cc2nc(-c3ccc(Br)cc3)no2)cc1	17
COCCCNC(=O)C[C@H]1C[C@H](C(=O)N2CCCCC2)[C@@]2(CCc3ccccc3)c3[nH]c4cc(CCC(=O)N(C)C)ccc4c3CCN2C1=O	11
Cc1cc(C(=O)OCC(=O)N2CCCCCC2)ccc1[N+](=O)[O-]	12
CC1CCCCC12NC(=O)N(CC(=O)Nc1nccs1)C2=O (centres undefined)	9
CC(=O)Nc1ccc(S(=O)(=O)NCCC(=O)OC(C)C(=O)NC2(C#N)CCCCC2)cc1 (centres undefined)	6
CN(C)CCCNC(=O)C[C@H]1C[C@H](C(=O)N2CCOCC2)[C@@]2(C)c3[nH]c4ccc(Cl)cc4c3CCN2C1=O	7
CC(NC(=O)CN1C(=O)NC2(CCCC2)C1=O)c1ccc2ccccc2c1 (centres undefined)	10

Screens from PubChem.

These rows are one share of the data (hit frequency here may not be typical).
